Assay outcomes: PubChem, National Center for Advancing Translational Sciences (NCATS)
FLuc counter – firefly luciferase modulation, counter-screen for miR-21 project. P08659. purified FLuc, Km substrates, luminescence inhibition. Potency, µM (highest dose often 57.5 µM), without a hit: at the highest dose activity change, negative = inhibition, most hits filed as inhibitors. hit rate 6.9% among 360,000. AID 588342;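 also: plate controls were vehicle for no effect and reference inhibitor for full effect; nearly all actives have a fitted effect of over 55% in size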
Target sequence (P08659 whole entry, looked up): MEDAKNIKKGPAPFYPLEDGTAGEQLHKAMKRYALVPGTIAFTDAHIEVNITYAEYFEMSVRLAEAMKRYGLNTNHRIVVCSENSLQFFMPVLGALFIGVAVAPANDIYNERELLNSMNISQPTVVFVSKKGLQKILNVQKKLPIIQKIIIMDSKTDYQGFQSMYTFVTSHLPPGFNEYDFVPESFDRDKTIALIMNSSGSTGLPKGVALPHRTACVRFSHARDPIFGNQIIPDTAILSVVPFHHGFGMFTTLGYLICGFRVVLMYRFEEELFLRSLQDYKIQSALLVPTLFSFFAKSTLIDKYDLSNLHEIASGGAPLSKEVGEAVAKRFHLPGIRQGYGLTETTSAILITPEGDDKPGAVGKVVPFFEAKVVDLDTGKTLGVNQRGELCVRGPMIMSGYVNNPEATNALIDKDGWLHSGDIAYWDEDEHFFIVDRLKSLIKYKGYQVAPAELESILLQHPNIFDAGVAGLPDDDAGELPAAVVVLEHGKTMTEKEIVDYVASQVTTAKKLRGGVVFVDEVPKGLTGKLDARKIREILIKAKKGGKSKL
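Biochemical qHTS of compounds, final roughly 60 µM downward over six points, against 10 nM purified firefly luciferase using Km concentrations of substrates (10 uM D-luciferin, 10 uM ATP) in Tris acetate pH 7.5 buffer; luminescence output.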
BRCA1 expr act – activators of BRCA1 expression; MCF7-BRCA1-FFLuc reporter, luminescence, 48 h; response scale: scaled: vehicle 0%, 10 µM genistein 100%; hit rate 1.1% among 380,000; Potency, µM (series often up to 46.1 µM), without a hit: at the highest dose activation, usual class: activators; also: nearly all actives have a fitted effect of over 80% in size; some results filed as inactive show a strong effect at the top dose
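Using MCF7 cells harboring a BRCA1 firefly luciferase reporter, plated 2 h before compound pinning, the screen measured luminescence after 48 h incubation. Responses were normalized to DMSO and 10 microM genistein, then fitted for concentration-effect.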
Active calls of the source: *; ? = inconclusive. Calls follow the shape of the dose curve; as a rule, active = well fitted curve in the direction sought with a large enough effect; inconclusive = small, poorly fitted or top-dose-only effect, or another doubt; inactive = no such curve, though single readings can be large; an effect the other way counts as inactive or inconclusive. Potency is read from the fitted curve at half-maximal effect. Not all compounds are listed; count on the stated rates, not on these rows.

SMILES | FLuc counter | BRCA1 expr act
COC(=O)c1ccc(NC(=O)c2cc(S(=O)(=O)N3CCC(C)CC3)cn2C)cc1 | 0.9% | 1.3%
CCn1ccc2c(OCC(=O)NCc3ccccc3)cccc2c1=O | -1.1% | 0.0%
CCc1ccc(NC(=O)Cn2c(=O)n(CCCC(=O)NCc3ccccc3Cl)c(=O)c3ccccc32)cc1 | 0.6% | -15.7%
Cc1cc(Nc2cccc(C(F)(F)F)c2)nc2ccc(NC(=O)c3ccc(=O)[nH]c3)cc12 | 1.3% | -55.5%
CCOC(=O)c1c(NC(=O)CSc2cn(CCNC(=O)c3cccc(C(F)(F)F)c3)c3ccccc23)sc2c1CCC2 | 4.5% | 10.6%
COC(=O)c1ccc(NC(=O)CSc2nnc3c4ccccc4n(C(C)C)c3n2)cc1 | -18.5% | 0.1%
Cc1cc(C)c(NC(=O)Cn2c(=O)n(CCc3ccccc3)c(=O)c3ccccc32)c(C)c1 | 6.1% | 4.1%
CC(=O)c1cccc(NC(=O)C2CCN(S(=O)(=O)c3ccc4c(c3)oc(=O)n4C)CC2)c1 | 2.3% | -9.1%
CCOC(=O)c1cccc(NC(=O)c2ccc3snnc3c2)c1 | ? | 77.6%
CCOc1ccc(NC(=O)Nc2ccc3snnc3c2)cc1 | -3.2% | 13.8%
COc1cc(Cl)c(C)cc1NC(=O)CCc1c(C)nc2cc(-c3cccc(F)c3)nn2c1C | -6.5% | 0.0%
O=C1CC(c2ccccc2C(F)(F)F)c2c(c3ccccc3[nH]c2=O)O1 (centres undefined) | -1.8% | 12.2%
COC(=O)c1cc(NC(=O)c2oc(=O)c3ccccc3c2-c2ccccc2)cc(C(=O)OC)c1 | -0.2% | 1.7%
CCOC(=O)c1c(C)[nH]c(C)c1S(=O)(=O)N(C)CC(=O)Nc1cc(Cl)ccc1C | -2.0% | 0.0%
Cc1cccc(NC(=O)CCNS(=O)(=O)c2ccc3c(c2)CCN3C(=O)C2CC2)c1 | 5.1% | 0.5%
CCn1cc2nc(SCc3ccccc3F)n(Cc3ccc(C)cc3)c(=O)c2n1 | -11.5% | -19.5%
CCS(=O)(=O)N1CCc2cc(C(=O)Nc3cc(OC)c(Cl)cc3OC)ccc21 | 3.6% | -7.6%
COc1ccc(CNC(=O)c2ccc(NC(=O)N3CCCCc4ccccc43)cc2)cc1 | -12.6% | -2.7%
CCOc1ccc(NC(=O)CSc2nc3c(oc4ccccc43)c(=O)n2-c2cc(C)cc(C)c2)cc1 | -7.0% | -18.3%
CCN(CC)S(=O)(=O)c1ccc2c(c1)nc(CN(C)C(=O)Nc1ccc(C)c(F)c1)n2C | -10.6% | -6.8%
COc1ccc2c(c1)c1c(c(=O)n(-c3ccccc3C)c(=O)n1Cc1c(F)cccc1Cl)n2C | 1.3% | -24.7%
COC(=O)CC1Oc2ccc(F)cc2-n2cc(-c3ccc(Cl)cc3)nc21 (centres undefined) | -1.9% | 3.0%
CCOc1ccc(CCNC(=O)c2cn(CC)c3ccc(S(=O)(=O)N4CCc5ccccc5C4)cc3c2=O)cc1OCC | -9.7% | 6.6%
CCOC(=O)c1cc(S(=O)(=O)N2CCN(c3cccc(C)c3)C(C)C2)[nH]n1 (centres undefined) | -23.5% | -5.2%
CCN(CC)S(=O)(=O)c1ccc(C(=O)N=c2sc3cccc(OC)c3n2C)cc1 | 2.0% | 1.5%

(more compounds)
SMILES | FLuc counter | BRCA1 expr act
CCSc1nc2ccccc2c(OCc2cc(C(=O)OC)ccc2OC)c1C(=O)OC | -8.3% | -59.0%
CCOc1ccc2ncc3c(-c4cccc(OC)c4)nn(-c4ccccc4)c3c2c1 | -5.7% | -12.1%
O=S(=O)(Nc1ccc(Br)cc1F)c1ccc2nc(-c3ccccc3)[nH]c2c1 | ? | -17.7%
O=C(CSc1ncc(S(=O)(=O)c2ccc(Br)cc2)c(=O)[nH]1)NCc1ccccc1Cl | 9.53µM* | -1.5%
CC1CCN(S(=O)(=O)c2cc(C(=O)NCc3ccccc3)n(C)c2)CC1 | -2.7% | -7.4%
COc1cccc(CNC(=O)C2Cc3cc(S(=O)(=O)N4CCCCCC4)ccc3N2C(C)=O)c1 (centres undefined) | -3.3% | -3.0%
Cc1ccc(-n2nc(C(=O)N(C)Cc3ccccc3)c3c4ccccc4n(C)c3c2=O)cc1 | -17.8% | 5.3%
Cc1cccc(N(CC(=O)NCCSCc2ccc(Cl)cc2)S(C)(=O)=O)c1C | -15.1% | -32.1%
COc1ccc2[nH]cc(CCN=C(NC(=O)c3ccccc3C)Nc3nc(C)cc(C)n3)c2c1 | 2.0% | -11.4%
Cc1ccc(CN2C(=O)C(O)(c3c[nH]c4ccccc34)c3cc(Cl)ccc32)cc1 (centres undefined) | 5.1% | -19.4%
COc1cccc(-c2nnc(-c3ccccc3NC(=O)c3cccc(C(F)(F)F)c3)o2)c1 | -10.2% | 11.5%
CCOC(=O)c1c(C)[nH]c(C)c1S(=O)(=O)N1CCCC(C(=O)Nc2ccccc2OCC)C1 (centres undefined) | -6.4% | 2.3%
COc1cccc(NC(=O)C2CCN(c3ccc(Sc4ccc(C)cc4)nn3)CC2)c1 | -21.0% | 2.2%
COc1cc(OC)cc(-c2nc3nc(C)c(CCC(=O)Nc4ccc(Cl)cc4)c(C)n3n2)c1 | -13.1% | 2.8%
CCOc1ccc(S(=O)(=O)N2CCN(c3ccc(C)cc3C)CC2)c2ccccc12 | 4.6% | -14.4%
O=C(Cn1c(=O)n(-c2ccccc2Cl)c(=O)c2sc3ccccc3c21)NC1CCCCC1 | 3.3% | -3.9%
COc1ccc(OC)c(-c2cc(C(=O)NCCc3ccccc3)c3c(-c4ccc(C)cc4)[nH]nc3n2)c1 | -10.0% | -44.3%
CCc1ccccc1NC(=O)c1cnn(-c2ccc(F)cc2)c1C1CCNCC1 | -0.3% | 12.3%
O=C(O)Cc1sc(Nc2ccccc2Cl)nc1-c1ccccc1 | 3.38µM* | 30.0%
COc1cc2nc(NCCc3cccc(C)c3)n3nc(-c4ccccc4)nc3c2cc1OC | 4.1% | -4.2%
O=C(CSc1nc(=O)n(Cc2ccco2)c2c1CCC2)NCc1ccccc1 | -10.0% | -0.6%
CCOc1ccc(NC(=O)Cn2nc(SC)c(S(=O)(=O)c3ccccc3)c2N)cc1 | -3.2% | -26.6%
CCOC(=O)c1ccccc1NC(=O)CSc1cc(C)[nH]c(=O)n1 | 0.1% | -3.6%
Cc1nn2c(=O)cc(COC(=O)c3ccc(C(C)(C)C)cc3)nc2s1 | -16.4% | 3.9%
O=C(CNC(=O)c1ccccc1F)OCc1cc(=O)n2ccsc2n1 | -0.6% | 9.5%

Six entries from above, reformatted:
compound,FLuc counter,BRCA1 expr act
CCc1ccccc1NC(=O)c1cnn(-c2ccc(F)cc2)c1C1CCNCC1,-0.3%,12.3%
O=C(O)Cc1sc(Nc2ccccc2Cl)nc1-c1ccccc1,3.38µM*,30.0%
COc1cc2nc(NCCc3cccc(C)c3)n3nc(-c4ccccc4)nc3c2cc1OC,4.1%,-4.2%
O=C(CSc1nc(=O)n(Cc2ccco2)c2c1CCC2)NCc1ccccc1,-10.0%,-0.6%
CCOc1ccc(NC(=O)Cn2nc(SC)c(S(=O)(=O)c3ccccc3)c2N)cc1,-3.2%,-26.6%
CCOC(=O)c1ccccc1NC(=O)CSc1cc(C)[nH]c(=O)n1,0.1%,-3.6%

Later entries:
SMILES | FLuc counter | BRCA1 expr act
CCc1ccc(NC(=O)CN2C(=O)CCSc3ccccc32)cc1 | -1.5% | -3.7%
CCOC(=O)c1ccc(N2C(=O)c3[nH]nc(-c4ccc(C)cc4)c3C2c2cccc(F)c2)cc1 (centres undefined) | -7.1% | -70.8%
CCOc1ccc(-c2oc3cc(Cl)ccc3c(=O)c2O)cc1OC | 4.7% | -26.3%
COc1cccc(CNC(=O)C(NS(=O)(=O)c2cccs2)C(C)C)c1 (centres undefined) | -0.7% | -5.9%
CC(=O)N1CCc2c(sc3c2c(=O)n(Cc2ccccc2)c(=O)n3Cc2cc(C)ccc2C)C1 | -3.9% | 13.9%
Cc1ccc(OCC(=O)Nc2ccc3nc(SCC(=O)Nc4ccc(C)cc4C)sc3c2)cc1 | 1.4% | 2.1%
COc1cccc(Cn2c(=O)n(CCc3ccccc3)c(=O)c3c2c2cc(OC)ccc2n3C)c1 | -1.8% | 10.5%
COc1ccc(S(=O)(=O)N(CC(=O)Nc2ccc(C)cc2)c2ccc(C)cc2)cc1OC | 0.3% | 17.9%
CCOc1ccc(C(=O)Nc2ccc3nc(N(CC)CC)cc(C)c3c2)cc1 | ? | -25.6%
CCCNC(=O)c1ccc2nc(CCc3ccccc3)oc2c1 | -7.9% | 65.9%
Cc1c(Cl)cccc1NC(=O)c1cc(S(=O)(=O)N2CCCCC2)cn1C | 0.0% | -25.5%
Cc1cccc(NC(=O)CSc2nc3ccc(NC(=O)CCc4ccccc4)cc3s2)c1 | -18.2% | -0.3%
CCCCN(CCCNC(=O)c1cc(Nc2ccccc2OC)nc2ccccc12)c1ccccc1 | -5.9% | -3.5%
CN(Cc1ccccc1)S(=O)(=O)c1ccc(-c2cnc(C3CC3)o2)cc1 | -2.2% | 2.7%
CCc1ccc(NC(=O)Cn2c(=O)n(-c3ccccc3C)c(=O)c3c2c2cc(OC)ccc2n3C)cc1 | -7.9% | -11.8%
CC(=O)c1ccc(N2C(=O)N(Cc3cccc(C(F)(F)F)c3)c3ccccc3S2(=O)=O)cc1 | -2.1% | -42.6%
COc1cccc(Cn2nnc(C(=O)Nc3cc(C)ccc3C)c2N)c1 | -9.1% | -16.9%
CCC(=O)N1CCc2cc(Br)cc(S(=O)(=O)NCc3ccccc3)c21 | -9.7% | 14.3%
CCc1ccc(OCc2cc(=O)n3cc(C)sc3n2)cc1 | 3.8% | 14.8%
COc1ccc(OC)c(NC(=O)CCn2cnnn2)c1 | 1.0% | 2.5%
Cc1ccccc1Cn1c(=O)n(CCCCC(=O)NCc2ccc3c(c2)OCO3)c(=O)c2ccccc21 | 2.0% | -53.5%
CCc1noc(-c2ccc(N3CCC(C)CC3)c([N+](=O)[O-])c2)n1 | ? | 8.91µM*
COc1ccc(OCc2nc3ccccc3n2Cc2ccccc2Cl)cc1 | ? | -7.2%
CCc1nn(CCCC(=O)NCc2ccccc2OC)c(=O)c2cc3occc3n12 | 1.4% | 0.2%
O=C(COc1ccc(F)cc1)Nc1ccc2nc(SCCOc3ccccc3)sc2c1 | -1.6% | 6.7%

Further compounds follow:
SMILES | FLuc counter | BRCA1 expr act
COc1ccc(N2C(=O)CS(=O)(=O)C23C(=O)N(Cc2ccc(F)cc2)c2ccc(C)cc23)cc1 (centres undefined) | 2.8% | -10.2%
COc1ccc(NC(=O)c2cc3c(=O)[nH]c4ccccc4c3n2C)cc1Cl | -0.2% | 19.1%
CCN(CC)c1ccc(NC(=O)C2CCN(S(=O)(=O)c3ccc4c(c3)oc(=O)n4C)CC2)c(C)c1 | -8.9% | 9.1%
CN(C)S(=O)(=O)N(CC(=O)NCCSCc1ccc(Cl)cc1Cl)c1ccccc1 | ? | -23.9%
CSc1nn(Cc2ccc(C)cc2)c(N)c1S(=O)(=O)c1ccccc1 | -11.0% | -28.1%
CCN(CC)C(=O)c1cnn(-c2ccc(F)cc2)c1-n1cccc1 | 2.6% | -5.0%
COc1ccc(-n2c(=O)c3sc4ccccc4c3n(CC(=O)NCc3ccccc3)c2=O)cc1 | -1.7% | 16.2%
CCOc1ccc(-n2c(SCC(=O)N3CCCCC3)nc3c([nH]c4ccccc43)c2=O)cc1 | 0.7% | -10.3%
CCOc1ccc(NC(=O)c2cc(S(=O)(=O)N3CCCCCC3)cn2C)cc1 | 3.1% | 8.2%
COc1ccc2oc(-c3cccc(NC(=O)c4cc([N+](=O)[O-])ccc4N4CCOCC4)c3)nc2c1 | ? | -1.3%
COc1ccc(-n2nc3cc(C)c(NC(=O)c4ccc(C)cc4C)cc3n2)cc1Cl | -2.2% | 7.4%
CCc1cccc(-n2c(C)nc3c(cnn3-c3ccc(C)c(C)c3)c2=O)c1 | -19.0% | 4.2%
Fc1ccc(N2CCN(Cc3cccn3-c3nnc(N4CCN(C5CCCCC5)CC4)s3)CC2)cc1 | 4.4% | 26.0%
Cc1ccc(-c2nc3nc(C)cc(N4CCN(c5cccc(C)c5)C(C)C4)n3n2)cc1 (centres undefined) | 8.49µM* | 24.7%
Fc1ccc(N2CCN(c3nc4ccccc4c4nc(-c5ccccc5)nn34)CC2)cc1 | 0.8% | 0.0%
Cc1ccc(OCCSc2nc3ccc(NC(=O)c4ccc5c(c4)OCO5)cc3s2)cc1 | -0.6% | -0.1%
COc1cccc(NC(=O)c2cc3c(=O)n(C)c4ccccc4c3n2C)c1 | 5.9% | 4.4%
CC(C)(C)c1ccc(C(=O)Nc2sc3c(c2C#N)CCC(C(C)(C)C)C3)cc1 (centres undefined) | -4.1% | 6.1%
O=C(OCc1cc(=O)n2nc(-c3cccs3)sc2n1)c1ccc(F)cc1 | 3.0% | 15.0%
CCOc1ccc(OCC)c(NC(=O)CCc2c(C)nc3c(c2C)c(=O)n(C)c(=O)n3C)c1 | 0.2% | -18.6%
